Screens as filed in PubChem.
Htt clearance: compounds clearing mutant huntingtin protein; HeLa Exon1htt(103Q)mCFP, aggregate imaging; zero = plate's median compound well; inhibition, % at 1.5 µM; 47,000 compounds, 0.42% hits; AID 853;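 active means inhibition of aggregate fluorescence above about 70%, also judged a hit by eye on the cell image, limit read from the data, passing the limit was not always enough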;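 further: cells exposed to compound for three days before fixation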
Htt clearance grain fraction: also measured in Htt clearance; calls as there; fraction fluorescence in grains; measured here: aggregate grain fluorescence fraction; stronger effect = lower value;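 scaled fraction of total cell fluorescence in grains with unit not stated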
* hit, by the source's call.

Htt clearance	Htt clearance grain fraction	smiles
29	24	CCN(CC)P(=O)(C(NC(=O)OC)C(F)(F)C(F)(F)C(F)(F)C(F)F)N(CC)CC (stereo unspecified)
-17	23	CC12CCC(C/C1=N\OC(=O)c1ccc(F)cc1)C2(C)C (stereo unspecified)
61	7.7	CCN(CC)CCOC(=O)c1ccc2c(c1)OCCO2
-4	20	O=C(NCC(=O)N(c1ccccc1)C(C(=O)NC1CCCC1)c1cccnc1)c1ccco1 (stereo unspecified)
33	13	COC(=O)c1[nH]c(=O)c2ccccc2c1O
-146	119	O=C(c1ccc(CS(=O)(=O)c2ccccc2)o1)N1CCOCC1
-34	46	Cc1nc(N2CCN(c3ccccc3)CC2)nc2c1C(=O)CCC2
-7	20	Cn1c(SCC(=O)N2CCOCC2)nnc1-c1ccccc1
-44	56	COc1ccc(NC(=O)c2sccc2SCc2cccc(C(F)(F)F)c2)cc1
20	32	Nc1nc2c(s1)CCc1c-2cnn1-c1ccccc1
70*	9*	CCOc1ccc2ccccc2c1CNCCN1CCOCC1
12	32	CCOC(=O)CCc1c(C)c2ccc(OCc3nn[nH]n3)cc2oc1=O
36	13	CCC(C)(c1ccc(C=O)s1)c1ccc(C=O)s1
10	35	CCOC(=O)c1cnc(SC)nc1Oc1cccc(NC(=O)c2cccc(Cl)c2Cl)c1
-116	88	O=C(c1cccc(F)c1)N1CCN=C1SCc1cccnc1
-34	25	COCC(C)NC(=O)c1cccc(Cl)c1 (stereo unspecified)
-15	23	Cc1ccc(SCCNS(=O)(=O)c2ccc3c(c2)OCCO3)cc1
12	17	c1ccc(-n2nnnc2-c2cnc(-c3cccnc3)nc2-c2cccs2)cc1
3	38	C=COCCn1c(=N)n(CCC)c2ccccc21
-17	22	CCOc1cc(CNc2ccc3[nH]c(=O)[nH]c3c2)ccc1OCC(=O)NC(C)(C)C
7	35	Cc1ccc(CN2C(=O)CCC2C(=O)NCc2ccc(F)cc2)cc1 (stereo unspecified)
-22	24	CCCCc1ccc(S(=O)(=O)NCCc2ccncc2)cc1
-14	23	Cn1c(SCC(=O)Nc2ccc(N3CCOCC3)c(Cl)c2)nnc1-c1ccccc1
-42	26	c1ccc2c(c1)c1ccccc1n2CN1CCOCC1
-28	45	O=C(OCc1nc2ccccc2s1)C1CCN(S(=O)(=O)c2cccs2)CC1
-247	128	CN(c1ccccc1)S(=O)(=O)c1ccc(C(=O)Nc2nccs2)cc1
40	11	CCOC(=O)c1ccc(NC(=O)C2(c3ccccc3)CCOCC2)cc1
9	31	CN1CCN(C2=C(Cl)C(=O)N(Cc3ccccc3)C2=O)CC1
-109	67	COc1cccc(-c2cc(N)nn2C(=O)Nc2ccc(Cl)cc2)c1
25	14	Cc1ccc(S(=O)(=O)NCc2cn3c(C)csc3n2)cc1
-15	21	CCOC(=O)COC(=O)c1ccc(Oc2cc(C)nc(SC)n2)cc1
13	17	Cc1cc(C)c(C#N)c(SCCS(=O)(=O)Cc2ccccc2)n1
-49	27	CN1CCN(C(=O)c2ccccc2NC(=O)C(C)(C)C)CC1
6	37	COc1ccc2nc(SCc3cccnc3)c(C#N)cc2c1
6	38	COc1cccc(-n2nnc3c(=O)n(Cc4ccc(C)cc4)cnc32)c1
15	18	CCn1nnc(-c2ccccc2NC(=O)c2cccc(-n3cnnn3)c2)n1
-40	50	CCn1cc(C(=O)NCc2ccc3c(c2)OCO3)c(=O)c2cc(F)c(N3CCN(C)CC3)cc21
15	17	COC(=O)C1=C(C)N=c2s/c(=C/c3ccoc3)c(=O)n2C1c1ccccc1 (stereo unspecified)
-61	64	O=C(CCl)N(c1ccccc1)c1c[nH]c2ccccc12
21	17	CCC(=O)Nc1cc(OC)c(NC(=O)c2ccccc2)cc1OC
0	33	COc1ccc(N2Cc3ccccc3C2)cc1Cl
5	20	COC(=O)Cc1cn(-c2ncc(C(F)(F)F)cc2Cl)c2ccccc12
-3	41	O=C(ONC1=NCCCCC1)c1c(F)cccc1F
-20	39	CC(C)(C)N(Cc1ccccc1)C(=O)c1ccc2c(c1)OCCO2
-24	26	COc1ccc(CCNC(=O)Cn2nnc(-c3cccs3)n2)cc1OC
-37	50	Cc1nc2ncnn2c(C)c1CCC(=O)NCc1ccccc1
-16	40	CSCC[C@H](NC(=O)NCc1ccc(F)cc1)C(=O)O
33	12	Cc1cc(C)c(NC(=O)CCCC(=O)O)c(Cl)c1
-36	24	CC1CCCCN1CC(=O)Nc1sc2c(c1C#N)CCC2 (stereo unspecified)
-21	23	C=CCn1c(SCC(=O)Nc2nc(C)cs2)nnc1C(CO)NC(=O)c1ccccc1 (stereo unspecified)
18	30	Cc1cc(C)n(-c2nnc(C)c(=O)[nH]2)n1
7	15	CCC1=NC(c2ccc(OC)cc2OC)N(O)C1(C)C (stereo unspecified)
-12	19	CCc1cc2c(=O)n(N)c(CCC(=O)O)nc2s1
17	16	CCOC(=O)c1cc(NC(=O)C2CCCO2)cc(C(=O)OCC)c1 (stereo unspecified)
-44	41	CCCNC(=O)NC(=O)CN1C(=O)NC(C)(c2ccc(C)cc2)C1=O (stereo unspecified)
39	12	Cc1onc(-c2c(Cl)cccc2Cl)c1C(=O)Nc1c(C)n(C)n(-c2ccccc2)c1=O
-5	40	COc1ccc(CCNC(=O)C23CN(Cc4ccccc4)CC2C(c2cccc([N+](=O)[O-])c2)=NO3)cc1 (stereo unspecified)
-32	24	COc1cc(C(=O)N2CCCc3ccccc32)cc(OC)c1OC
-11	41	COC(=O)Nc1ccc2ncn(C)c(=O)c2c1
14	15	Cc1cc2ncn(CCOc3ccccc3C#N)c2cc1C

Single records, from the list above:
CCOC(=O)CCc1c(C)c2ccc(OCc3nn[nH]n3)cc2oc1=O as listed: Htt clearance = 12; Htt clearance grain fraction = 32
CCOC(=O)c1cnc(SC)nc1Oc1cccc(NC(=O)c2cccc(Cl)c2Cl)c1 as listed: Htt clearance = 10; Htt clearance grain fraction = 35

Further structures:
Htt clearance	Htt clearance grain fraction	smiles
-14	21	COc1cc(S(=O)(=O)NC2CCCC2)ccc1F
-24	46	CCCNC(=O)c1c(N)n(-c2ccc3c(c2)OCO3)c2nc3ccccc3nc12
-16	22	CCOC(=O)C1CCN(CCC(=O)Nc2ccccc2)CC1
-37	53	COc1ccccc1C(=O)Nc1ccc(NC(=O)c2ccco2)c(C)c1
46	22	COC(=O)c1cc2ccsc2n1Cc1nc(-c2ccc(Cl)cc2)oc1C
16	16	COc1ccc(C(=O)NC2CCN(CC(=O)Nc3cccc(C)c3)CC2)cc1OC
2	17	O=C(C1Cc2ccccc2CN1S(=O)(=O)c1cccs1)N1CCCCC1 (stereo unspecified)
12	30	Cc1c(NC(=O)c2cc(C3CC3)on2)c(=O)n(-c2ccccc2)n1C
-21	23	Cc1ccc2cccc(NC(=S)NC(=O)c3ccn(C)n3)c2n1
-15	25	CCOc1ccccc1N1CCN(C(=O)c2ccncc2)CC1
2	38	CCC1(CC)Cc2ccccc2-c2nc3ccccc3c(=O)n21
-36	42	O=C(CSc1nc2ccccc2s1)NC(=O)NCc1ccco1
-18	51	O=C(Nc1cccc2ccccc12)C1CCN(C(=O)NCc2ccccc2)CC1
22	30	CC1CCCC2(C1)NC(=S)N(c1ccccc1)N2 (stereo unspecified)
-20	47	CCOc1[nH]n(-c2ccc(Cl)cc2)c(=O)c1C=Nc1ccc(C)cc1
6	35	CCOC(=O)CSc1nnnn1-c1cc(OC)ccc1OC
10	18	O=C(Nc1ccc(Cl)cc1C(=O)NCC1CCCO1)c1ccco1 (stereo unspecified)
2	20	Cc1ccc2c(c1)c1ncnc(N3CCOCC3)c1n2C
-35	41	CN(C)S(=O)(=O)c1cccc(C(=O)OCC(=O)Nc2sccc2C(N)=O)c1
-13	45	COC(=O)c1ccc2ccn(CC(=O)NC3CCCCC3)c2c1
-28	43	COC(=O)CSc1nc(N)c(C#N)c(C(C)C)c1C#N
-12	26	COc1ccc(C)cc1S(=O)(=O)N1c2ccccc2CC1C (stereo unspecified)
-2	32	COc1ccc(CCNC(=O)CSc2nnc(-c3ccc(F)cc3)o2)cc1OC
4	32	Cc1ccc(Cn2nnc3c(=O)n(CC(=O)c4ccccc4)cnc32)cc1
-30	46	Cc1ccc2nc(N3CCN(C)CC3)c(C#N)cc2c1
-65	62	Cc1nc(Oc2ccc(Cl)cc2)c2oc3ccccc3c2n1
7	18	FC(F)(F)c1nnc2ccc(N3CCN(c4ccccc4)CC3)nn12
27	14	CC(C)OC(=O)CSc1nnc(-c2cnccn2)n1C
-145	45	COc1ccc(/C=N/n2cc(-c3ccc(OC)cc3)nc2N)cc1
44	20	COc1cccc(-c2nnc(SCc3ccc(C#N)cc3)n2Cc2ccco2)c1

Four compounds already listed, sorted by the number in Htt clearance grain fraction, lowest first.
| Compound | Htt clearance grain fraction |
| --- | --- |
| COc1cccc(-c2nnc(SCc3ccc(C#N)cc3)n2Cc2ccco2)c1 | 20 |
| CCOC(=O)CSc1nnnn1-c1cc(OC)ccc1OC | 35 |
| COC(=O)c1ccc2ccn(CC(=O)NC3CCCCC3)c2c1 | 45 |
| Cc1ccc2nc(N3CCN(C)CC3)c(C#N)cc2c1 | 46 |

Later entries:
Htt clearance	Htt clearance grain fraction	smiles
-21	23	CCC1SC2=NC(C)=C(C(=O)OC)C(c3ccc(C)cc3)N2C1=O (stereo unspecified)
-2	34	COc1cc(C2C(C(C)=O)=C(O)C(=O)N2CCc2c[nH]c3ccccc23)ccc1O (stereo unspecified)
-44	27	Cc1cc(C)n(/N=C/c2c[nH]c3ccccc23)c(=O)c1
46	9.8	Cc1noc(C)c1S(=O)(=O)Nc1ccc(C(=O)NC2CCCCC2C)cc1 (stereo unspecified)
-78	34	COc1ccc(OC)c(NC(=O)Cn2cc(C#N)c3ccccc32)c1
-3	35	CCN(CC)CCCN(Cc1cc2cc3c(cc2[nH]c1=O)OCO3)C(=O)Nc1ccccc1OC
-32	61	Fc1ccc(-c2ccc(-c3nn4c(-c5ccco5)nnc4s3)o2)cc1
40	23	COc1ccccc1Nc1nc(-c2sc(NC(=O)CC(C)C)nc2C)cs1
28	14	CCCn1nnnc1NC(=O)CSc1ccc(Cl)cc1
-27	48	OC1(c2ccc(OC(F)F)cc2)CSC(=Nc2cccnc2)N1C1CC1 (stereo unspecified)
-38	51	Cn1c(=O)c(C(=O)CN2CCOCC2)c(N)n(Cc2ccccc2)c1=O
16	14	C=CCn1c(-c2cccs2)nc2ccccc21
-16	43	CCOC(=O)c1oc2ccccc2c1NC(=O)c1cccc(OC)c1
-37	26	CCOCCCNC(=O)CCSc1ccc(C)cc1
-45	29	O=C(O)Cc1ccc(NC(=O)c2cccs2)cc1
-1	24	O=[N+]([O-])c1ccc(N2CCN(c3ccc(Cl)nn3)CC2)c(Cl)c1
-7	42	CC(O)C(O)C(O)C(O)C1NCCS1 (stereo unspecified)
-100	37	O=C(CSc1ncn(-c2ccccc2)n1)Nc1ccc(Br)cn1
36	13	Cn1c(SCC(=O)n2c3c(c4ccccc42)CCCC3)nnc1-c1ccccc1
-70	76	COc1ccc(C)c(S(=O)(=O)Nc2ccc(OCC(=O)O)cc2)c1
30	27	CN(Cc1ccccc1)Cc1nc2c([nH]1)c(=O)[nH]c(=O)n2C
7	31	N#C/C(=C(/O)COC(=O)CCc1ccc(S(=O)(=O)N2CCOCC2)cc1)c1nc2ccccc2[nH]1
-3	32	O=C(Nc1ccc(Cl)cc1)C1=Cc2cc(Cl)ccc2OC1
-19	42	COc1ccc(NC(=O)Cn2nc(Cc3cccnc3)c3ccccc3c2=O)cc1OC
28	17	CC(=O)c1cc(C(=O)Nc2ccc(C(=O)O)cc2)oc1C
-16	23	CN(Cc1nc(-c2ccccn2)no1)S(=O)(=O)c1ccc(Cl)cc1
9	35	CC(=O)N(c1cccc(C)c1)C1SC(=O)N(c2ccccc2)C1=O (stereo unspecified)
-48	28	Cc1ccc(C)c(S(=O)(=O)NCc2ccc(C(=O)N3CC(C)OC(C)C3)cc2)c1 (stereo unspecified)
27	24	CCOc1ccc(C(=O)NCc2cccnc2)cc1
-21	35	CCCn1c(N)c(C(=O)CN2CCN(S(=O)(=O)c3cccs3)CC2)c(=O)[nH]c1=O

As entered above:
COC(=O)CSc1nc(N)c(C#N)c(C(C)C)c1C#N @ Htt clearance: -28
Cn1c(SCC(=O)N2CCOCC2)nnc1-c1ccccc1 @ Htt clearance: -7
CCOCCCNC(=O)CCSc1ccc(C)cc1 @ Htt clearance: -37
Cc1noc(C)c1S(=O)(=O)Nc1ccc(C(=O)NC2CCCCC2C)cc1 (stereo unspecified) @ Htt clearance grain fraction: 9.8
Cc1ccc2nc(N3CCN(C)CC3)c(C#N)cc2c1 @ Htt clearance: -30
O=C(c1ccc(CS(=O)(=O)c2ccccc2)o1)N1CCOCC1 @ Htt clearance: -146
C=CCn1c(SCC(=O)Nc2nc(C)cs2)nnc1C(CO)NC(=O)c1ccccc1 (stereo unspecified) @ Htt clearance: -21

The listing continues.
Htt clearance	Htt clearance grain fraction	smiles
-6	39	CN(C)CC(C)(C)CNC(=O)C1CCN(Cc2ccccc2O)CC1
7	43	COc1ccc(CC(=O)n2nc(-c3cccnc3)nc2N)cc1
2	20	CC(=O)Nc1ccc2c(c1)nc1n2CCSC1
12	35	COc1nc(NC(C)(C)C)nc(Oc2ccc(=O)n(-c3ccccc3)n2)n1
22	36	CN1C(=O)NC(c2ccccc2)C2=C1CN(Cc1ccccc1)C2=O (stereo unspecified)
-21	24	CCOc1cc(C(=O)O)cc(Cl)c1OCC#N
8	18	Cc1cccn2c(=O)c3cc(C#N)c(=N)n(CC4CCCO4)c3nc12 (stereo unspecified)
46	8.6	COc1cccc(OC)c1OCCOc1ccccc1OC(C)C
-4	34	Cc1ccc(-n2c(CCC(=O)O)ccc2-c2cccs2)cc1
49	9.1	CCCSc1nc2c(=O)[nH][nH]c(=O)c2n1Cc1ccccc1
-14	42	O=C1C2CC=CCC2C(=O)N1c1nc2n(n1)C(c1ccccc1)CC(c1ccccc1)N2 (stereo unspecified)
-1	20	Cn1nnc(NC(=O)c2cccc(OCc3ccccc3)c2)n1
-50	29	COC(=O)c1cccc(NS(=O)(=O)c2ccc(OC)cc2)c1C

The list is partial; count on the stated rates, not on these rows.
